RGS4 inh: Inhibitors of Regulator of G Protein Signaling (RGS) 4: qHTS | Regulator of G-protein signaling 4 (Homo sapiens), P49798 | Transcreener GDP fluorescence polarization, RGS4-accelerated GTP hydrolysis | Potency, µM (highest dose often 114 µM), for the others: top-dose activity change, negative = inhibition, most hits filed as inhibitors | actives 0.039% (n = 390,000) | AID 504845, 2011; further: potency means the concentration at half of the fitted maximal effect; on the % scale 0 is the no-effect control and ±100 the full control effect; nearly all actives have a fitted effect of over 75% in size; some results filed as inactive show a strong effect at the top dose
Target sequence (P49798 whole entry, looked up): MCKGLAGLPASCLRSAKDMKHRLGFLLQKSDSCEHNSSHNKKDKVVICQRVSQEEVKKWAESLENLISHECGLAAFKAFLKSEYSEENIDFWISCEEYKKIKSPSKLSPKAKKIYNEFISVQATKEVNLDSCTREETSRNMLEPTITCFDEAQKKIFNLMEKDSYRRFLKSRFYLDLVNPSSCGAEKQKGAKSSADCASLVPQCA
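MLSMR compounds (23 nl, pin-transferred) preincubated 10 min at room temperature with a 500nM (2x) first reagent, then RGS4 at 900nM (2x) plus Transcreener GDP mix added; fluorescence polarization (620/688 nm) read before and after 90 min at 30 °C.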
Glioma ERSR ind: qHTS for Inducers of the Endoplasmic Reticulum Stress Response (ERSR) in Human Glioma: qHTS | U87-MG GRP78 promoter luciferase reporter, 16 h | Potency, µM, for inactives: top-dose activation, most hits filed as activators | actives 0.02% (n = 420,000) | AID 602332, 2012; further: potency means the concentration at half of the fitted maximal effect; series mostly up to about 76 µM; % of control where 0% means no effect; nearly all actives have a fitted effect of over 35% in size
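Stably transfected U87-MG glioma cells carrying a GRP78-based luciferase sensor; 16 h compound incubation. Luminescence end-point read 10 min after Bright-Glo addition at room temperature.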
USP1 inh: Inhibitors of USP1/UAF1: Primary Screen; Ubiquitin carboxyl-terminal hydrolase 1 (Homo sapiens), O94782; recombinant USP1/UAF1, Ub-Rhodamine cleavage fluorescence; Potency, µM (doses to about 57.1 µM), for the others: at the highest dose activity change, negative = inhibition, hits mostly inhibitors; actives 0.23% (n = 390,000); AID 743255, 2014; further: potency means the concentration at half of the fitted maximal effect; on the % scale 0 is the no-effect control and ±100 the full control effect; nearly all actives have a fitted effect of over 60% in size; inactives centre near -12
Target sequence (O94782 whole entry, looked up): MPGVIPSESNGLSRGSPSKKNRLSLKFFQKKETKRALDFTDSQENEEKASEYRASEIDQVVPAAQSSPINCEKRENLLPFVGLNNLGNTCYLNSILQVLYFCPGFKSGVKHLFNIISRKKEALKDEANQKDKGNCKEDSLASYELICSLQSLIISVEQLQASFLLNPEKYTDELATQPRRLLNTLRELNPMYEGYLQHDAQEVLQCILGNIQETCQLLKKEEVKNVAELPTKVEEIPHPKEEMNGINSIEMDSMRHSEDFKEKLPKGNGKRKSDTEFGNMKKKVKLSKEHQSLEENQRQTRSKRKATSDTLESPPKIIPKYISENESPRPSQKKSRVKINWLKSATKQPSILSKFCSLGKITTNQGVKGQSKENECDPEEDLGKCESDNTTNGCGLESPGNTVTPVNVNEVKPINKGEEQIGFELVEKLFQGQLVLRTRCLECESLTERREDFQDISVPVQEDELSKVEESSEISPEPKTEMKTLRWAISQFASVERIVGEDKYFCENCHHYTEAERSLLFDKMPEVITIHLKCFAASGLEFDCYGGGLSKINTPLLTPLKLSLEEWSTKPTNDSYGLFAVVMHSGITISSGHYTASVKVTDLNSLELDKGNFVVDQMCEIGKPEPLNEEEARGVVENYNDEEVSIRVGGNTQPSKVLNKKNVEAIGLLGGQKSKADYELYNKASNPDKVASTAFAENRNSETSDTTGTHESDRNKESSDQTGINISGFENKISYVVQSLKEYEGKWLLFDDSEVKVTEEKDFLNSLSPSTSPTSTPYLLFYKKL
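In this screen, compounds sit with the deubiquitinase complex (1nM) for 15 min at room temperature before Ub-Rho is added at 150nM final. Fluorescence rise is then followed for 6 reads every 60 seconds.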
Vif-APOBEC3F blk: qHTS for Inhibitors of Vif-A3F Interactions: qHTS. Potency, µM (top dose mostly 46.1 µM), for the others: at the top dose activity, negative = active. actives 0.2% (n = 390,000). HeLa A3F-eYFP + Vif (tagged APOBEC3F with the HIV-1 protein that degrades it), YFP fluorescence increase; further: potency means the concentration at half of the fitted maximal effect; % of control where 0% means no effect; nearly all actives have a fitted effect of over 65% in size
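HeLa cells stably expressing A3F-eYFP plus Vif, plated and incubated overnight at 37 deg C, then exposed to compounds overnight at 37 deg C. Blocked degradation read as raised yellow fluorescence (Ex 488/Em 500-530).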
mIDH1 inhibitor: qHTS for Inhibitors of mutant isocitrate dehydrogenase 1 (IDH1): qHTS. Isocitrate dehydrogenase [NADP] cytoplasmic (Homo sapiens), O75874. IDH1-R132H enzyme, NADPH consumption, diaphorase/resazurin fluorescence. Potency, µM (highest dose often 76.6 µM), for inactives: at the top dose activity change, negative = inhibition, most hits filed as inhibitors. actives 0.093% (n = 390,000). AID 602179, 2012; further: potency means the concentration at half of the fitted maximal effect; on the % scale 0 is the no-effect control and ±100 the full control effect; nearly all actives have a fitted effect of over 65% in size
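IDH1-R132H (0.5 ug/mL dispensed) in pH 7.5 Tris buffer was preincubated 30 min with compound, then given a substrate mix of 0.016 mM NADPH and 2 mM alpha-KG for 80 min at room temperature; remaining NADPH was read by diaphorase/resazurin fluorescence.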
rTrxR1 inhibitor: qHTS Assay for Inhibitors of Mammalian Selenoprotein Thioredoxin Reductase 1 (TrxR1): qHTS | Potency, µM (doses to about 114 µM), for the others: at the top dose activity change, negative = inhibition, actives largely listed as inhibitors | actives 1% (n = 390,000) | recombinant rTrxR1, NADPH fluorescence consumption, selenite substrate; further: potency means the concentration at half of the fitted maximal effect; on the % scale 0 is the no-effect control and ±100 the full control effect; nearly all actives have a fitted effect of over 65% in size
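Rat TrxR1 (90 nM in the dispensed reagent) was pre-reduced with 400 uM NADPH for 5 min at room temperature, then incubated with compound for 15 min. After 400 uM selenite was added, NADPH fluorescence (Ex 340/Em 450 nm) was followed for 8 min.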
Vif-APOBEC3G blk: qHTS for Inhibitors of Vif-A3G Interactions: qHTS; actives 0.076% (n = 410,000); AID 602310, 2012; Potency, µM (titrated, usually from 46.1 µM), inactives show top-dose activity, negative = active, hits mostly inhibitors; HeLa A3G-eYFP + Vif (tagged APOBEC3G with the HIV-1 protein that degrades it), YFP fluorescence, overnight;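 further: potency means the concentration at half of the fitted maximal effect; on the % scale 0 is the no-effect control and ±100 the full control effect; nearly all actives have a fitted effect of over 60% in size; hits raise eYFP signal because A3G escapes Vif-driven loss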
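Read-out is eYFP fluorescence (Ex 488/Em 500-530) from Vif-expressing HeLa A3G-eYFP cells; more signal means A3G escaped Vif-mediated degradation. Cells plated overnight, compound pinned in, incubated overnight at 37 deg C.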
LDHA inh: qHTS assay for inhibitors of human lactate dehydrogenase; actives 0.15% (n = 480,000); purified LDHA, NADH/diaphorase-resazurin fluorescence; active compounds read low; activity change, % (values are at about 110 or 230 µM); AID 1347041, 2019; in the data active means activity change below about -30%; inconclusive means mostly about -25% to -30%;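 further: plate controls were DMSO wells for no effect and wells without enzyme for full effect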
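LDH5 2 nM; NADH 0.06 mM, pyruvate 0.2 mM; 200 mM Tris pH 7.4, EDTA, Tween-20; 5 min RT. Detection: diaphorase 0.133 mg/mL + resazurin 37 µM, fluorescence ex540/em590 at 0 and 20 min; normalized to enzyme-free and DMSO wells.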
TrxR1 substrate: qHTS Assay for Substrates of Mammalian Selenoprotein Thioredoxin Reductase 1 (TrxR1): qHTS; Thioredoxin reductase 1, cytoplasmic (Rattus norvegicus), O89049; purified TrxR1 substrate turnover, NADPH consumption readout; Potency, µM (doses to about 114 µM), for the others: top-dose activity change, negative = substrate turnover; actives 0.01% (n = 390,000); AID 588456, 2011; further: potency means the concentration at half of the fitted maximal effect; on the % scale 0 is the no-effect control and ±100 the full control effect; nearly all actives have a fitted effect of over 50% in size
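Rat TrxR1, dispensed at 90 nM, was prereduced with 400 uM NADPH (final) for 5 min at ~22 deg C, then incubated with compound 15 min before 400 uM selenite. A first-read NADPH fluorescence drop versus no-compound background flagged substrates.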
Active calls of the source: *; u = inconclusive; x = no result given; [ ] = remark or other dose. Unless noted, the call rests on the fitted dose curve; in most records, active means well fitted curve in the direction sought with a large enough effect; inconclusive means small, poorly fitted or top-dose-only effect, or another doubt; inactive means no such curve, though single readings can be large; an effect the other way counts as inactive or inconclusive.

SMILES	RGS4 inh	Glioma ERSR ind	USP1 inh	Vif-APOBEC3F blk	mIDH1 inhibitor	rTrxR1 inhibitor	Vif-APOBEC3G blk	LDHA inh	TrxR1 substrate
Cc1ccc(/C=N/OC(=O)c2c(C)noc2-c2snnc2C)cc1	0%	-1%	-17%	14%	7%	5%	-6%	-3	2%
CC(=O)N1CC=C2C(C#N)=C(N)C(C#N)(C#N)C(C)C2C1 (stereo not given)	14%	1%	-16%	-3%	0%	-13%[57.1 µM]	2%	5	16%[57.1 µM]
COc1cc(S(N)(=O)=O)c(OC)cc1N	2%	2%	5%	0%	9%	-17%[2.29 µM]	5%	3	-8%[2.29 µM]
CCOc1ccc(NC(=O)c2cccc3c2C(=O)N(CCOC)C3)cc1	-18%	-7%	-1%	1%	10%	17%	0%	-5	6%
CCn1c(SCC(=O)c2ccccc2)nnc1-c1cnccn1	5%	u	-9%	-6%	24%	-4%	0%	-16	0%
CCC(=O)c1c(CC)c2n3c1CC[C@H]3CCC2	3%	4%	1%	2%	-9%	1%[57.1 µM]	2%	-1	7%[57.1 µM]
COC(=O)c1c(NC(=S)Nc2ccc(C(=O)N3CCOCC3)cc2)sc2c1CCC2	-31%	-2%	-1%	0%	5%	-15%	2%	-6	-5%
O=C(CSc1ncc(S(=O)(=O)c2ccc(Br)cc2)c(=O)[nH]1)NCc1ccc(Cl)cc1	-13%	-5%	-27%	-11%	0%	-4%	-4%	-6	-3%
COc1ccccc1N1CCN(CC(=O)N(CC(C)C)c2c(N)n(CC(C)C)c(=O)[nH]c2=O)CC1	16%	-3%	-13%	5%	0%	6%[57.1 µM]	-1%	-6	-1%[57.1 µM]
O=S(=O)(Nc1ccc2c(c1)OCCO2)c1ccc(Br)s1	-1%	-3%	-10%	-1%	5%	9%[57.1 µM]	-9%	-3	5%[57.1 µM]
COc1cccc(CNC(=O)CCN2C(=S)NC(C)(C)CC2C)c1 (stereo not given)	-7%	-4%	0%	-16%	2%	1%	-1%	-5	-3%
CCC(CC)c1nnc(NC(=O)C2CCN(C(=O)c3ccco3)CC2)s1	-51%	-5%	-3%	-15%	2%	12%	1%	-8	11%
Cc1ccc2oc(=O)c3cnn(CC(=O)N4CCN(c5ccccn5)CC4)c3c2c1	-17%	-3%	1%	-8%	-1%	-5%[57.1 µM]	-1%	-2	7%
COc1ccc(/C=C/C(=O)c2nc3ccccc3n2CC(=O)c2ccc(OC)cc2)cc1	-31%	2%	-11%	-7%	5%	-1%	0%	12	-3%
COc1ccc(Cc2nc3ccc(C(=O)NC4CCOC4)cc3o2)cc1OC (stereo not given)	x	-2%	-7%	1%	-1%	x	-3%	-3	x
CC(NC(=O)COC(=O)[C@@H]1CCCN1S(=O)(=O)c1ccccc1F)C12CC3CC(CC(C3)C1)C2 (stereo not given in full)	17%	-5%	-3%	-2%	5%	-14%	1%	1	-21%
C/C(=N\NC(=S)NCCc1ccccc1)c1ccc(C)cc1	-28%	-1%	-6%	-5%	0%	34%[57.1 µM]	-4%	-1	-1%[57.1 µM]
NC(=O)c1cc(S(=O)(=O)Nc2ccccc2)cs1	19%	8%	-1%	8%	5%	5%[57.1 µM]	0%	-4	10%[57.1 µM]
CCOc1ccccc1C(=O)Nc1nnc(SCC(=O)N2CCOCC2)s1	-27%	-3%	-17%	19%	-1%	20%[57.1 µM]	0%	-2	8%[57.1 µM]
CC(Cc1cccnc1)NC(=O)c1cc(COc2ccc(F)cc2Cl)on1 (stereo not given)	-23%	2%	-15%	-1%	10%	11%	-6%	-1	0%
N#Cc1c(Nc2ccccc2Cl)s[nH]c1=O	u	-9%	-23%	8%	-1%	-14%	0%	-11	1%
COC(=O)C1=C2SC(C)C(=O)N2C(N)=C(C#N)C1c1ccc(OC)c(OC)c1 (stereo not given)	-9%	-1%	-6%	0%	-2%	-14%	0%	2	-3%
COc1ccc(S(=O)(=O)NCCSCc2ccc(Cl)cc2)cc1NC(C)=O	u	-2%	-4%	6%	0%	5%	1%	-4	-2%[57.1 µM]
CC12CNCC(C)(CN(C3(O)C(=O)Nc4ccc(Br)cc43)C1)C2=O (stereo not given)	1%[56.9 µM]	0%	-22%	-6%	-9%	-25%	0%	-14	-2%
Cc1ccccc1N(CC(=O)Nc1ccccc1C(=O)NCc1ccco1)S(=O)(=O)c1ccccc1	-4%	-3%	-7%	6%	6%	0%	-18%	-4	3%

An excerpt from above, showing only rTrxR1 inhibitor.
molecule	rTrxR1 inhibitor
COc1cccc(CNC(=O)CCN2C(=S)NC(C)(C)CC2C)c1 (stereo not given)	1%
CC(Cc1cccnc1)NC(=O)c1cc(COc2ccc(F)cc2Cl)on1 (stereo not given)	11%
CCn1c(SCC(=O)c2ccccc2)nnc1-c1cnccn1	-4%
CCC(CC)c1nnc(NC(=O)C2CCN(C(=O)c3ccco3)CC2)s1	12%

Among those listed so far, these contain a furan ring, fused or not.
SMILES	RGS4 inh	Glioma ERSR ind	USP1 inh	Vif-APOBEC3F blk	mIDH1 inhibitor	rTrxR1 inhibitor	Vif-APOBEC3G blk	LDHA inh	TrxR1 substrate
CCC(CC)c1nnc(NC(=O)C2CCN(C(=O)c3ccco3)CC2)s1	-51%	-5%	-3%	-15%	2%	12%	1%	-8	11%
Cc1ccccc1N(CC(=O)Nc1ccccc1C(=O)NCc1ccco1)S(=O)(=O)c1ccccc1	-4%	-3%	-7%	6%	6%	0%	-18%	-4	3%

Next section.
SMILES	RGS4 inh	Glioma ERSR ind	USP1 inh	Vif-APOBEC3F blk	mIDH1 inhibitor	rTrxR1 inhibitor	Vif-APOBEC3G blk	LDHA inh	TrxR1 substrate
Cn1c(CC(=O)Nc2ccccc2)nnc1SCC(=O)NC1CCCC1	1%	2%	-3%	9%	11%	19%	2%	-6	2%
COC(=O)COc1ccc(Cl)cc1C1Nc2ccccc2C(=O)N1c1ccc(OC)cc1 (stereo not given)	-30%	8%	-17%	9%	4%	31%	-1%	5	13%
O=C(CCl)Nc1ccc(N2CCCCCC2)cc1	3%	-10%	-15%	0%	-4%	u	u	28	-1%
NNC(=O)c1csc(-c2ccccc2)n1	1%	-1%	-9%	u	7%	9%[57.1 µM]	0%	-4	-4%
CCOc1cccc(SCc2noc(C(=O)NCCOC)c2C(=O)O)c1	20%	-6%	-17%	4%	-17%	11%[57.1 µM]	2%	-9	8%[57.1 µM]
CC(C)c1ccc(OCC(=O)Nc2ccc(S(=O)(=O)Nc3ccccn3)cc2)cc1	-8%	-3%	-7%	13%	3%	15%[57.1 µM]	-6%	-4	12%[57.1 µM]
CCOC(=O)c1c(NC(=O)c2c(Br)cnn2CC)sc(C)c1C	u	0%	-10%	-2%	3%	-5%	1%	-6	1%
COCCNC(=S)N1CCC(C(=O)c2ccc(Cl)cc2)CC1	x	0%	2%	-4%	-3%	x	1%	-1	x
COc1ccc(OC)c(NC(=O)CSc2ccc3ccccc3c2)c1	-14%	0%	-22%	-1%	7%	9%[57.1 µM]	1%	5	-7%[57.1 µM]
CC[C@H](C)[C@H](NC(N)=O)C(=O)Nc1ccc(S(=O)(=O)NC(C)C)cc1	-25%	-5%	-13%	0%	9%	15%	-1%	2	11%
Cc1ccc2c(=O)n3c(nc2c1)C(Cc1ccccc1)NC(=O)c1cc2ccccc2cc1-3 (stereo not given)	x	-1%	-19%	4%	0%	x	u	0	x
O=C(COc1ccc2c(c1)OCO2)Nc1ccccc1F	1%	-8%	-21%	4%	8%	18%	-6%	-4	2%
COC(=O)c1ccccc1NC(=O)c1ccc(COc2ccccc2)o1	19%	1%	-3%	x	6%	27%	0%	3	14%
Cc1ccc(C)c(OCc2nc3ccccc3[nH]2)c1	-17%	4%	-23%	-24%	-7%	2%[57.1 µM]	1%	-4	1%[57.1 µM]
O=C1CSC(=S)N1c1ccc(Cl)c(Cl)c1	-6%	-4%	1%	-1%	0%	-1%	0%	-4	0%
Cc1nnsc1NC(=O)OCc1ccccc1Cl	-40%	-7%	-23%	-3%	8%	9%	3%	2	3%

Not all compounds are listed. The share of hits here may be higher or lower than overall.
